Mito fusion act: mitochondrial division inhibition or fusion activation; S. cerevisiae fusion-defective mutant growth rescue, CellTiterGlo 48 h; AID 485298; Potency, µM (top dose mostly 46.1 µM), for inactives: at the highest dose growth rescue (activation), usual class: activators; 320,000 compounds, 0.23% hits;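 further: potency means the concentration at half of the fitted maximal effect; % of control where 0% means no effect; nearly all actives have a fitted effect of over 45% in size; temperature-sensitive fusion mutants such as fzo1-1 at 37 °C on non-fermentable ethanol glycerol medium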
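S. cerevisiae fusion-defective temperature-sensitive mutants (e.g. fzo1-1, mgm1-5) grown 48 h at 37C in YPEG (ethanol/glycerol non-fermentable) medium with 23 nl compound per well; growth rescue read as CellTiterGlo luminescence.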
ELG1 DNA repair: blocks ELG1-dependent DNA repair in HEK293T cells; Potency, µM (series often up to 46.1 µM), inactives show top-dose activity change, negative = inhibition, hits mostly inhibitors; HEK293T ELG1-luciferase reporter, luminescence, 16 h; DNA damage induced by 5-fluorouridine; 330,000 compounds, 2.3% hits; further: potency means the concentration at half of the fitted maximal effect; on the % scale 0 is the no-effect control and ±100 the full control effect; nearly all actives have a fitted effect of over 55% in size
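HEK293T cells expressing luciferase-tagged ELG1 (2,000/well) received 5-Fluorouridine plus compound or DMSO for 16 hr at 37 °C. Luciferase was read by ONE-Glo luminescence after 30 min at room temperature.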
PTAP TSG101 blk: blocks PTAP/TSG101 interaction to inhibit HIV-1 budding | Fluorescence polarization, FITC-PTAP peptide / Tsg101 binding | AID 493005 | Potency, µM (doses to about 115 µM), inactives show top-dose activity change, negative = inhibition, actives largely listed as inhibitors | 340,000 tested, under 10 active; active means well fitted inhibition curve with a large enough effect in the main read-out, with a control signal flat, not every such curve was filed as active; inconclusive means small, poorly fitted or top-dose-only effect, or effect the other way, or a change in a side signal; inactive means no such curve, though single readings can be large or run the other way; further: potency means the concentration at half of the fitted maximal effect; % of control where 0% means no effect
Target sequence (Q99816 whole entry, looked up): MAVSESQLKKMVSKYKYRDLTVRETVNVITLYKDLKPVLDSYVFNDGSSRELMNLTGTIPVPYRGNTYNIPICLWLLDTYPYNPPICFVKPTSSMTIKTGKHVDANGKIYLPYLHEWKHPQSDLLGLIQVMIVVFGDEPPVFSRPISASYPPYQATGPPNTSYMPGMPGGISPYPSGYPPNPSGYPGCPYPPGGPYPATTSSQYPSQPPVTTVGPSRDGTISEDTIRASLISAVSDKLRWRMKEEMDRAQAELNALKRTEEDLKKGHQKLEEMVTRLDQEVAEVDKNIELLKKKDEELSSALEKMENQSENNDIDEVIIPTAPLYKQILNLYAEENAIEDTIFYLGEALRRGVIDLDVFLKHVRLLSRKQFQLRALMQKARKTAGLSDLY
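Compounds were pin-transferred onto Tsg101 binding domain (10 uM final) in HEPES pH 7.5 buffer, then FITC-PTAP peptide was added at 50 nM final. After 20 min at RT, polarization reported peptide displacement across a qHTS concentration series.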
Eya2 phos inh: blocks the phosphatase activity of human Eya2 | recombinant Eya2, OMFP fluorescence dephosphorylation (OMFP is methylfluorescein phosphate) | Potency, µM (highest dose often 76.9 µM), without a hit: at the top dose activity, negative = inhibition, most hits filed as inhibitors | 330,000 compounds, 0.006% hits; further: potency means the concentration at half of the fitted maximal effect; on the % scale 0 is the no-effect control and ±100 the full control effect
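Eya2 (0.2 uM) preincubated 10 min at ambient with compound, then OMFP substrate added at 50 uM; 10 min reaction in 50 mM HEPES pH 7.5, 50 mM NaCl, 5 uM MgCl2, 0.05% BSA, 1 mM DTT. Fluorescence read at Ex 485/Em 525 nm.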
USP2a inh: inhibitors of human ubiquitin-specific protease USP2a. Potency, µM (doses to about 38.3 µM), without a hit: at the top dose activity change, negative = inhibition, usual class: inhibitors. O75604. USP2 core, Ub-CHOP2 coupled fluorogenic reporter, 485/531. 330,000 compounds, 0.01% hits;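 further: potency means the concentration at half of the fitted maximal effect; plate controls were DMSO wells for no effect and full inhibition by NEM control for full effect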
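Deubiquitinase activity read as fluorescence (485/531 nm) after Ub-CHOP2 cleavage activates the enterokinase reporter on its substrate; USP2 core 10nM, Ub-CHOP2 and substrate 25nM each, 30min compound preincubation then 60min RT; data normalized to NEM, curves fitted.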
Tb PFK inh: blocks T. brucei phosphofructokinase; O15648; T. brucei PFK, ADP-Glo luminescence; Potency, µM (titrated, usually from 57.5 µM), for the others: at the top dose activity, negative = inhibition, actives largely listed as inhibitors; 330,000 compounds, 0.17% hits; AID 485367;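 further: potency means the concentration at half of the fitted maximal effect; 0% = uninhibited 1x PFK enzyme wells and -100% = no-enzyme wells; nearly all actives have a fitted effect of over 60% in size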
Target sequence (O15648 whole entry, looked up): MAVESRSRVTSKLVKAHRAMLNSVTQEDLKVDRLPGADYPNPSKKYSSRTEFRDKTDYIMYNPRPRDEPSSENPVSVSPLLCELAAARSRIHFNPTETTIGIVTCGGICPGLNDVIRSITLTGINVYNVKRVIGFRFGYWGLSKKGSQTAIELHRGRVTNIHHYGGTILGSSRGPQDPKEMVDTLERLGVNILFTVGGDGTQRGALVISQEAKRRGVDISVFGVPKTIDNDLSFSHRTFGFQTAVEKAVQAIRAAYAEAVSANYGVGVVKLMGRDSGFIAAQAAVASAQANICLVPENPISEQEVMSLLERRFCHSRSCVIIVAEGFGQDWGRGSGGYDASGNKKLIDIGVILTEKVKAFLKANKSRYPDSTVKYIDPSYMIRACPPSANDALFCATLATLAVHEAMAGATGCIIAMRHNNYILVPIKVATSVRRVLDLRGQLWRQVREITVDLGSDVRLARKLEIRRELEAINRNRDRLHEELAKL
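1.25 nM PFK with 0.5 mM F6P and 0.1 mM ATP in 0.1 M TEA pH 8.0, 5 mM MgCl2, incubated 45 min at room temperature; ADP measured by ADP-Glo luminescence; compounds titrated up to 57 uM.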
TCR act: activators of T cell receptors; primary human leukocytes, anti-CD3, IL-2 HTRF, 48 h; Potency, µM (top dose mostly 9.22 µM), inactives show at the top dose activation of IL-2 secretion, actives largely listed as activators; 330,000 tested, under 10 active; AID 504894; further: % of control where 0% means no effect
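Activity was scored as IL-2 release from primary human leukocytes given only a TCR signal (a-CD3 beads) plus compound for 48 hr. Detection used a two-antibody HTRF format read at 665nm.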
uPA surface inh: blocks generation of uPA at the cell surface. cell surface uPA generation assay, qHTS. Potency, µM (top dose mostly 38.3 µM), for the others: top-dose activity change, negative = inhibition, actives largely listed as inhibitors. 330,000 compounds, 0.31% hits; active means well fitted inhibition curve with a large enough effect; inconclusive means small, poorly fitted or top-dose-only effect; inactive means no such curve, though single readings can be large or run the other way; tested in mouse RAW 264.7 cells; further: potency means the concentration at half of the fitted maximal effect; on the % scale 0 is the no-effect control and ±100 the full control effect; nearly all actives have a fitted effect of over 55% in size
B2AR arrestin: agonists driving beta-arrestin recruitment to human beta2-adrenergic receptor; 330,000 compounds, 0.02% hits; Potency, µM (top dose mostly 46.1 µM), without a hit: top-dose activation, actives largely listed as activators; beta-arrestin recruitment to beta2AR, cell-based reporter;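 further: potency means the concentration at half of the fitted maximal effect; 0% = DMSO controls and full agonism = EC100 isoproterenol or metaproterenol; nearly all actives have a fitted effect of over 65% in size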
TSHR antag: antagonists of human thyroid stimulating hormone receptor; activity change, negative = inhibition, % at 11.5 µM; P16473; AID 504810; 330,000 compounds, 0.2% hits; TSHR-expressing cells, TSH-stimulated cAMP HTRF, 2 h; stronger effect = lower value;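 active means activity change below a set negative limit, meaning inhibition stronger than a set level, cut at about -70% in these data; inconclusive means activity change between two set negative limits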; further: on the % scale 0 is the no-effect control and ±100 the full control effect
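Inhibition of cAMP made by TSHR-expressing cells under TSH stimulation (4nM final, EC80; 2 h, 37 deg C) is quantified with a one-step lysis HTRF kit, anti-cAMP cryptate versus cAMP-d2.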
Chronic BCR inh: blocks chronic active B-cell receptor signaling; AID 493014; ABC-DLBCL IkBa-CBG/CBR reporter, luminescence ratio, 4 h; Potency, µM (series often up to 46.1 µM), for inactives: at the top dose ratio change, negative = lower green/red ratio, most hits filed as inhibitors; 340,000 compounds, 0.05% hits; active means well fitted inhibition curve with a large enough effect in the signal ratio, with a control signal flat, not every such curve was filed as active; inconclusive means small, poorly fitted or top-dose-only effect, or effect the other way, or a change in a side signal; the % refers to the signal ratio;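 further: potency means the concentration at half of the fitted maximal effect; plate controls were basal doxycycline-induced cells for no effect and cells given 10 µM MG132 for full effect; MG132 reads +100%, hits lower the ratio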
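TMD8 human ABC-DLBCL cells with doxycycline-inducible IκBα–green luciferase fusion and unfused red luciferase, in 0.5% FBS medium; compounds up to 46 uM, 4 h at 37C. Green/red luminescence ratio, filter-overlap corrected, fitted to concentration-response curves.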
* marks the source's active call; other numbers are inactive results; ? = inconclusive; . = no result given; [ ] = dose if it differs, or a comment. Unless noted, the call rests on the fitted dose curve; in most records, active means well fitted curve in the direction sought with a large enough effect; inconclusive means small, poorly fitted or top-dose-only effect, or another doubt; inactive means no such curve, though single readings can be large; an effect the other way counts as inactive or inconclusive.

Fields – Mito fusion act	ELG1 DNA repair	PTAP TSG101 blk	Eya2 phos inh	USP2a inh	Tb PFK inh	TCR act	uPA surface inh	B2AR arrestin	TSHR antag	Chronic BCR inh
- Cc1cccc(N2C(=O)/C(=C/c3ccccn3)SC2=S)c1
→ 1%	23%	-2%	-2%	-2%	0%	-1%	9%	0.3%	-7	14%
- CCC(=O)NNc1cccc(Cl)n1
→ -4%	-20%	-6%	-11%	0%	1%[0.46 µM]	-5%	3%	0.3%	8	-1%
- CCCC[C@]12Cc3ccccc3C(O1)c1c(c3ccccc3oc1=O)O2
→ 0%[9.22 µM]	.	.	7%[15.4 µM]	2%[7.66 µM]	2%[11.5 µM]	.	.	-0.2%[9.22 µM]	.	-5%[9.22 µM]
- CCCCn1cnc2c(c(-c3ccccc3)c(-c3ccccc3)n2Cc2ccco2)c1=N
→ 12%	?	-1%	-10%	-1%	-8%	4%	-4%	-0.8%	-4	?
- CCC(C)(C)n1nnnc1C(C(C)C)N1CCSCC1 (stereo unspecified)
→ -1%	0%	0%	1%	-1%	4%	0%	6%	0.0%	-4	?
- CC1CCCC(C)N1CCNC(=O)C1CCN(S(=O)(=O)N2CCCCC2)CC1 (stereo unspecified)
→ 2%	8%	-2%	-10%	2%	-11%	-1%	-1%	0.1%	2	2%
- CCc1ccc(C2CC(c3ccc(Cl)cc3)=NNC2=O)cc1 (stereo unspecified)
→ 5%	-1%	1%	-11%	-1%	2%	-9%	4%	-0.2%	-5	4%
- CCOC(=O)COc1nc(-c2ccc(C)cc2)cc(-c2ccco2)c1C#N
→ 4%	?	1%	0%	1%	-18%	-4%	14%	-0.5%	0	5%
- N#CC[C@H](Cc1ccccc1)N1CC[C@@H](O)CCC1=O
→ 2%	7%	-3%	7%	-1%	0%	-1%	6%	?	-2	7%
- CC(C)c1nc2oc3c(N(C)CCO)ncnc3c2c2c1CCC2
→ 2%	?	-3%	-1%	1%	1%	-1%	-1%	-0.6%	-3	0%
- COc1ccc(/C=N/NC(=O)c2cc3c(ccc4ccccc43)o2)cc1OC
→ 0%	?	0%	-4%	2%	6%	-10%	0%	-0.1%	-11	10%
- CCOc1ccc(/C=N/NC(=O)C(C)Sc2ccccn2)cc1OCC (stereo unspecified)
→ -3%	-15%	-4%	1%	2%	0%	10%	-13%	6.3%	-2	-6%
- COc1cccc(CNC(=O)COC(=O)c2cccc(S(=O)(=O)N3CCCC3)c2)c1
→ 0%	-5%	-2%	19%	-1%	-3%	-6%	1%	0.1%	-6	1%
- O=C(NC1CCSc2ccccc21)c1cc([N+](=O)[O-])ccc1N1CCOCC1 (stereo unspecified)
→ -37%[inhibitor]	8%	-5%	-3%	-2%	-5%	1%	-2%	-0.4%	5	4%
- O=C(N=C1SC2CS(=O)(=O)CC2N1c1ccccc1)C1CCCCC1 (stereo unspecified)
→ -11%	?	-6%	1%	1%	0%	-5%	2%	0.0%	0	0%
- C=CCNc1nc(C)nc(OC)n1
→ -3%	3%	-1%	11%	-1%	-3%	-1%	4%	-1.1%	-6	0%
- O=C(O)CC(CC(=O)NCC(O)c1ccccc1)c1ccccc1 (stereo unspecified)
→ 0%	-2%	-5%	-12%	1%	-2%	1%	3%	0.1%	3	-1%
- Cc1nc(-c2ccc(Cl)cc2)sc1C1(C)CC(c2ccc(F)cc2)=NO1 (stereo unspecified)
→ -2%	?	1%	17%	-5%	0%	4%	-7%	0.0%	1	14%
- COc1ccc(OS(=O)(=O)c2ccc(N3C(=O)CCC3=O)cc2)cc1
→ 2%	6%	-6%	11%	0%	3%	2%	3%	0.0%	-1	11%
- COc1ccc(N=C2NC(=O)C(CO)(CO)S2)cc1
→ 0%	-3%	-3%	5%	0%	1%	-2%	?	-0.7%	-7	0%
- O=C(N/N=C/c1cccnc1)c1cc(O)c(O)c(O)c1
→ 1%	16%	-4%	8%	-3%	-27%	-8%	-2%	-0.2%	2	-26%
- Clc1ccc(-c2ccn[nH]2)cc1
→ 24%	?	1%	-2%	-6%	-27%	-7%	-15%	0.0%	19	5%
- COC(=O)c1c[nH]n2c(=O)c(Cc3ccc(F)cc3Cl)c(C)nc12
→ 0%	-1%	-7%	14%	5%	-2%	10%	.	-0.6%	-5	?
- CSCCC(NC(N)=O)C(=O)Nc1ccc(C)cc1 (stereo unspecified)
→ -3%	1%	-3%	5%	-1%	0%	0%	5%	0.1%	-10	2%
- CNC(=O)/C(C#N)=C/c1ccc(-c2ccc(Cl)cc2)o1
→ 5%	?	?	6%	0%	1%	-8%	-3%	-0.3%	-9	?
- CC(C)(C)OC(=O)N1CCC(NC(=O)c2[nH]cnc2C(=O)Nc2ccccc2)CC1
→ -45%[inhibitor]	?	-3%	-10%	0%	-2%	2%	17%	-1.0%	-27	2%
- COc1cc(NC(=O)CN2CCN(c3ccccn3)CC2)cc(OC)c1OC
→ 4%	0%	0%	3%	1%	-1%	-1%	7%	0.4%	1	1%
- COc1ccc(CCNC2CC(=O)N(CCc3ccccc3)C2=O)cc1 (stereo unspecified)
→ -5%	-1%	-2%	16%	3%	-7%	2%	8%	-0.2%	-1	7%
- COc1ccc2nc(NCCCNC(=O)c3cc(OC)c(OC)c(OC)c3)c(C#N)cc2c1
→ 1%	16µM*	-13%	3%	3%	-2%	-3%	6%	-0.3%	-8	?
- CCC(C)NC(=O)CSc1n[nH]c(-c2cc(Cl)ccc2OC)n1 (stereo unspecified)
→ 3%	19%	-2%	-3%	1%	8%	6%	-4%	0.1%	3	-1%
- Cc1ccc(S(=O)(=O)CNC(=S)c2cccc(C)c2)cc1
→ -9%	-8%	-7%	6%	5%	-14%	5%	.	2.4%	-10	18µM*
- CCCN(CCC)c1ncnc2nc[nH]c12
→ 4%	1.6µM*	-1%	-30%	-1%	-6%	4%	-30%	-0.5%	-3	?
- Cc1noc(NS(=O)(=O)c2ccc(NC(=O)CCC3CCCCC3)cc2)c1C
→ -5%	-3%	-7%	-23%	0%	2%	-46%	3%	-0.2%	1	-8%
- CC(=O)Nc1ccc(NC(=O)c2cc([N+](=O)[O-])cc([N+](=O)[O-])c2)cc1
→ 1%	-14%	-1%	-10%	-1%	1%	-1%	2%	-0.2%	1	-2%
- Cc1ccc(S(=O)(=O)N(C)CCCC(=O)N2CCN(C=O)CC2)cc1
→ -2%	-10%	-3%	-20%	3%	1%	-1%	.	0.1%	-3	3%
- COc1cc(OC)nc(Oc2ccccc2C(=O)Oc2ccccc2Cl)n1
→ 5%	1%	-6%	-1%	-5%	0%	-3%	-15%	-1.1%	-7	-1%
- CS(=O)(=O)N(CC(=O)Nc1ccccc1-c1ccccc1)c1ccccc1
→ -10%	-1%	-1%	-23%	2%	1%	2%	-2%	-0.2%	-9	14%
- O=C(CN1C(=O)CC(c2ccco2)Sc2ccccc21)NC1CCCCC1 (stereo unspecified)
→ 14%	6%	-1%	-10%	0%	-3%	-4%	-2%	0.0%	-10	?
- O/N=C1\CC/C(=N\O)c2nn(-c3ccc(Cl)cc3Cl)nc21
→ 3%	-5%	-6%	-17%	6%	-4%	1%	-12%	-0.9%	-14	?
- COc1cccc(NS(=O)(=O)c2ccc(Br)s2)c1
→ 12%	2%	-2%	-3%	-1%	-2%	-4%	2%	-0.1%	-15	?
- CN(c1ccccc1)c1nc(N)c([N+](=O)[O-])c(Nc2ccccc2F)n1
→ 11%	-4%	-7%	-8%	3%	11%	-7%	-6%	-0.3%	-1	?
- C#CCOCCOCCOCCNc1nc(N2CCN(C(=O)[C@H](CCCCN)n3cc(CN)nn3)CC2)nc(N2CCN(C(=O)[C@H](CCC(=O)O)n3cc(CN)nn3)CC2)n1
→ .	5%	-3%	5%	4%	1%	-12%	0%	-1.1%	5	3%
- C=C(C)C(=O)Nc1cccc(C2=NOC3(C2)C[C@H](C(N)=O)N(C(=O)C(c2ccccc2)c2ccccc2)C3)c1 (stereo partly specified)
→ -4%	-5%	-3%	-1%	8%	?	10%	11%	-0.6%	-8	?
- Cc1ccc(C(C)C)c(OCC(=O)NC(=S)Nc2ccccc2N2CCOCC2)c1
→ -4%	-13%	.	-2%	0%	-4%	-4%	5%	-0.2%	14	6%

Screens from PubChem BioAssay.
